NPY2 pot ag – NPY-Y2 potentiators or agonists, primary screen, cell-based; Neuropeptide Y receptor type 2 (Homo sapiens), P49146; cells expressing NPY-Y2, potentiator/agonist read-out; activation, % at 3.6 µM; hit rate 0.45% among 220,000; AID 1359, 2008; in the data active = activation above about 27%;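 note: cells stimulated with NPY near EC25 plus isoproterenol at EC100; 0% = vehicle plus submaximal agonist and 100% = vehicle plus saturating agonist; some results beyond the cut were filed as inactive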
NPY Y1 blocker – NPY-Y1 receptor antagonists, primary screen, cell-based; hit rate 1% among 200,000; AID 1040, 2008; Neuropeptide Y receptor type 1 (Homo sapiens), P25929; inhibition, % at 3.6 µM; HEK293-CNG Y1 cells, membrane potential fluorescence; NPY at EC95, then isoproterenol;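 active = inhibition above the campaign mean inhibition of all tested compounds plus 3 SD, cut at about 20% in these data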;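 note: 0% = DMSO wells given NPY plus isoproterenol and 100% = isoproterenol alone without NPY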
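Material: HEK293 Y1/CNG channel cell line; also added: NPY (25 nM), isoproterenol (1 µM), Ro 20-1724 (25 µM); doses: one concentration, 3.6 µM, in 0.4% DMSO; schedule: compound incubation 1 h at room temperature, readout 45 min post-stimulation; technique: membrane potential fluorescence; measure: fluorescence ratio normalized to % inhibition between controls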
NPY1 pot ag – NPY-Y1 receptor potentiators or agonists, primary screen, cell-based. NPY-Y1 expressing cells, potentiator/agonist activation. activation, % at 3.6 µM. hit rate 0.37% among 220,000. AID 1304, 2008; in the data active = activation above about 33%, passing the limit was not always enough;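 note: cells stimulated with NPY at EC10 then isoproterenol at EC100; 0% = low agonist plus stimulus and 100% = saturating agonist plus stimulus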
S1P4 ag – S1P4 receptor agonists, primary screen, cell-based. Sphingosine 1-phosphate receptor 4 (Homo sapiens), O95977. S1P4-expressing cell line, agonist reporter assay. activation, % at 4.98 µM. hit rate 0.35% among 220,000; in the data active = activation above about 11%;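 note: 0% = DMSO vehicle and 100% = reference agonist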
Target sequence (O95977 whole entry, looked up): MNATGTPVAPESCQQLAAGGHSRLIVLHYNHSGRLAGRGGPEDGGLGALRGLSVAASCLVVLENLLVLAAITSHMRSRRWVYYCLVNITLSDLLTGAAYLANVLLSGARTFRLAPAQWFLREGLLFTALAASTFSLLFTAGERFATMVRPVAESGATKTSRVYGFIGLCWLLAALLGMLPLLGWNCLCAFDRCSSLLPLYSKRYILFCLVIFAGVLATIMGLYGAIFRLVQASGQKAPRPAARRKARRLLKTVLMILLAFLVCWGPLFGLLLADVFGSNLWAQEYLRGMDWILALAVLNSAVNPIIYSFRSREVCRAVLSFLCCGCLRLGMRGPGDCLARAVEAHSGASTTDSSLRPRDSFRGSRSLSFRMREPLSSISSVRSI
eIF4E-4G inh – eIF4E–eIF4G protein interaction inhibitors, primary screen, biochemical, uHTS, TR-FRET, eIF4GI fragment; Eukaryotic translation initiation factor 4E (Mus musculus) + Eukaryotic translation …; TR-FRET eIF4E-eIF4GI(517-606) binding, 2 h; inhibition, % at 21.7 µM; hit rate 0.37% among 220,000; AID 782, 2007;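 active = inhibition above about 30%, limit read from the data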;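 note: 0% = full FRET control wells and 100% = background wells lacking eIF4GI fragment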
PGE2 EP2 inh – human EP2 receptor antagonists, primary screen, TR-FRET cAMP, C6 glioma cells | C6 glioma cells expressing human EP2; cells stimulated with saturating PGE2 | inhibition, % at 25 µM | hit rate 0.52% among 260,000 | AID 1422, 2008;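 active = percent inhibition above 40 after rounding to a whole number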;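 note: rat C6 glioma host cells with rolipram phosphodiesterase inhibitor present; the protocol text gives 20 µM as final concentration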
Target sequence (P43116 whole entry, looked up): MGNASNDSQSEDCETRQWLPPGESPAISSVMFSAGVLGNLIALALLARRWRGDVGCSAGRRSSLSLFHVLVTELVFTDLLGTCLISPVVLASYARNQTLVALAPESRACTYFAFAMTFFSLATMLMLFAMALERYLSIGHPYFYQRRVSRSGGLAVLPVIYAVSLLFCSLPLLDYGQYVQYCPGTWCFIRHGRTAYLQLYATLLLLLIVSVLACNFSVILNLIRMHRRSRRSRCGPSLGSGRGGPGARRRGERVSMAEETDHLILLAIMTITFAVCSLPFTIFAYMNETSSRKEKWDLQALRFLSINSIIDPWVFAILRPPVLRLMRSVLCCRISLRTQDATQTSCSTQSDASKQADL
S1P4 antagonist – S1P4 receptor antagonists, primary screen, cell-based; Sphingosine 1-phosphate receptor 4 (Homo sapiens), O95977; S1P4-expressing cells, antagonist mode, reporter read-out; inhibition, % at 4.98 µM; hit rate 0.26% among 220,000; in the data active = inhibition above about 29%;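 note: 0% = wells stimulated with agonist and 100% = vehicle wells without agonist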
EP2 mod – EP2 receptor modulators, cAMP readout, primary screen, cell-based, HTRF cAMP, PGE2 stimulation | hit rate 0.83% among 260,000 | induction, % at 25 µM | AID 940, 2007 | Prostaglandin E2 receptor EP2 subtype (Homo sapiens), P43116 | EP2-expressing cells, cAMP HTRF FRET, PGE2 co-stimulation;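 active = compounds whose cAMP rise, as percent of the full-agonist control response, exceeds 60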;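 note: rat C6 glioma line stably carrying human EP2 under a CMV promoter; the protocol text gives 20 µM as final concentration; 100% = response of wells given 1 µM PGE2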
p97 inhibitor – inhibitors of human p97 ATPase, primary screen, biochemical. hit rate 0.42% among 220,000. recombinant p97 ATPase, Kinase-Glo ATP luminescence, 3 h. Transitional endoplasmic reticulum ATPase (Homo sapiens), P55072. inhibition, % at 8 µM; in the data active = inhibition above about 15%;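 note: 0% = DMSO vehicle and 100% = wells lacking enzyme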
Active calls of the source: *; . = no result given; & = joins results of further samples; [ ] = another dose, or the depositor's remark.

structure	NPY2 pot ag	NPY Y1 blocker	NPY1 pot ag	S1P4 ag	eIF4E-4G inh	PGE2 EP2 inh	S1P4 antagonist	EP2 mod	p97 inhibitor
CN(C)c1ccccc1C(=O)N1CCCC(C(=O)c2ccc3ccccc3c2)C1 (stereo not given)	-7	-1	2	0.2	-4	7	-11	-32	-2
O=C(COC(=O)C(Cc1ccccc1)NC(=O)c1ccccc1)c1ccccc1 (stereo not given)	1	2	21	2.6	11	3	-8	27	-1
Cc1cc(C)c(OCC(=O)Nc2nc(-c3ccccn3)cs2)c(C)c1	-21	3	-24	1.3	-3	3	-16	-65	-4
C=CC(=O)NCC1OCCc2ccccc21 (stereo not given)	6	0	-4	-0.3	3	9	8	45	2
Cn1nc(-c2ccccc2)cc1NC(=O)Nc1ccccc1F	25	.	4	-4.0	2	10	13	-35	7
O=C(COC(=O)/C=C/c1ccccc1Cl)NC(=O)Cc1ccccc1	-17	8	-21	0.0	-2	4	-12	-1	-4
O=c1[nH][nH]c(C(F)(F)F)c1C=Nc1cccc(Cl)c1	6	4	20	4.2	-4	0	-7	44	5
O=[N+]([O-])c1cc(-c2nc(-c3ccncc3)no2)cc([N+](=O)[O-])c1	-1	1	-2	2.3	3[fluorescence artefact?]	0	-16	-22	5
Cn1c(=O)c2c(-c3ccccc3)n(-n3cnnc3)cc2n(C)c1=O	6	6	-7	-2.3	-2	20	11	-8	10
Cc1ccc(S(=O)(=O)NCCNc2ccccc2[N+](=O)[O-])cc1	9	0	5	-1.1	3	6	-2	-22	1
Cc1nc(SCC(=O)Nc2cccc(Cl)c2)n[nH]1	-25	5	5	1.8	-1[fluorescence artefact?]	18	-14	-2	1
CC(O)c1c(OCc2ccccc2)ncnc1OCc1ccccc1 (stereo not given)	-14	33*	-27	0.0	5	3	5	-9	-2

Exported as labelled records: two of the compounds above
> Cn1c(=O)c2c(-c3ccccc3)n(-n3cnnc3)cc2n(C)c1=O
  NPY2 pot ag: 6 | NPY Y1 blocker: 6 | NPY1 pot ag: -7 | S1P4 ag: -2.3 | eIF4E-4G inh: -2 | PGE2 EP2 inh: 20 | S1P4 antagonist: 11 | EP2 mod: -8 | p97 inhibitor: 10

> Cc1ccc(S(=O)(=O)NCCNc2ccccc2[N+](=O)[O-])cc1
  NPY2 pot ag: 9 | NPY Y1 blocker: 0 | NPY1 pot ag: 5 | S1P4 ag: -1.1 | eIF4E-4G inh: 3 | PGE2 EP2 inh: 6 | S1P4 antagonist: -2 | EP2 mod: -22 | p97 inhibitor: 1

Next section:
structure	NPY2 pot ag	NPY Y1 blocker	NPY1 pot ag	S1P4 ag	eIF4E-4G inh	PGE2 EP2 inh	S1P4 antagonist	EP2 mod	p97 inhibitor
O=C(Nc1ccc(Cl)cc1C(F)(F)F)c1ccccc1	18	3	15	-1.1	-5	10	-24	10	3
Cc1cc(NC(=O)Cn2nc(C(F)(F)F)c3c2CCC3)no1	11	4	-7	1.4	1	16	-11	3	-3
CC(C)(C)c1ccc(/C=C/C(=O)NC2CCS(=O)(=O)C2)cc1 (stereo not given)	-14	-2	12	-1.1	-2	4	-10	-13	-1
COc1ccc(OCC(O)CNC(=O)c2ccccc2)cc1 (stereo not given)	9	.	0	0.6	0	14	15	-14	7
CC(C)CC(C(=O)Nc1ccc2c(c1)OCCO2)N1C(=O)c2ccccc2C1=O (stereo not given)	4	1	1	-0.5	3[fluorescence artefact?]	7	-3	-15	5
CCn1c(SCC(=O)N2CCCC2)nnc1-c1ccc(N)cc1	-18	6	-25	2.3	3	12	0	22	-2
CCOc1ccc(CNC(=O)NS(=O)(=O)c2ccc(OC)cc2)cc1	0	13	-2	1.8	12	1	-5	32	2
CCn1c(C)c(C(C)=O)c(NCc2ccccc2)nc1=S	1	3	-15	0.8	-2	7	3	25	-1
CC(C)NC(=O)CCn1nc(-c2ccc(Cl)cc2)c2ccccc2c1=O	-10	10	-7	0.3	2	8	1	5	-5
Cc1cc(C)nc(SCc2nnc(SCC(=O)N3CCCc4ccccc43)n2C)n1	3	-1	5	-2.6	1	14	4	13	7
COC(=O)c1ccccc1N(C)C(=O)C12CCC(C)(C(=O)O1)C2(C)C (stereo not given)	12	1	8	-0.6	-1	9	4	14	3
COc1ccc(-c2nsc3c(N4CCCCC4C)ncnc23)cc1 (stereo not given)	-9	3	-12	-0.3	-1	0	-3	-7	-1
Cc1ccc2nc(SCC(=O)N3CCCC3)[nH]c2c1	-2	10	-3	-0.1	1	6	15	-1	4
O=C(O)c1ccc(N/N=C/c2ccc(-c3ccccc3)cc2)cc1	19	-6	28	5.7	3	11	-29	3	6
O=C(NNS(=O)(=O)c1ccc(F)cc1F)C1Cc2c(ccc3ccccc23)O1 (stereo not given)	3	-3	13	0.5	-2	11	-28	-9	1
COc1ccc(-c2[nH]ncc2-c2ccc(Cl)cc2)c(O)c1	23	-5	10	0.9	-2	15	13	8	-2
O/N=C/c1ccccc1OCc1ccccc1Cl	-16	0	-8	1.5	14	11	-5	-9	3
COc1ccccc1NC(=O)c1sc2nc(Cc3ccccc3)cc(C(F)(F)F)c2c1N	3	0	-16	-1.5	-28[fluorescence artefact?]	11	2	11	4
O=C(NCCCN1CCOCC1)c1ccc(Cl)c(S(=O)(=O)N2CCCCCC2)c1	5	-1	22	0.6	5	2	8	0	1
COc1cccc(CN2CCN(c3ccc(F)cc3)C2=O)c1	10	10	4	0.6	2	4	7	-4	0
O=C(Nc1ccc2c(c1)OCO2)C1Cc2ccccc2CN1S(=O)(=O)c1cccs1 (stereo not given)	12	-1	-8	0.8	-20	9	-5	3	8
COc1ccc2oc(=O)c(-c3csc(Nc4ccc(O)cc4)n3)cc2c1	-2	-6	-11	1.4	0[fluorescence artefact?]	23	-19	-79	11
CC(C)c1cccc(C(C)C)c1NC(=O)COC(=O)c1ccc(OCC(=O)Nc2cccc(C(F)(F)F)c2)cc1	-4	4	-9	-0.2	-14	2	-11	11	-5
Cc1cc(C)n(-c2nnc(C)n2/N=C/c2ccc(O)cc2)n1	-8	5	9	1.4	-2	11	-2	38	5
COc1ccc(C(=O)n2nc(C)c(Br)c2C)cc1	1	5	8	0.8	-4	7	0	-2	4
c1cncc(-c2nc(NCCCn3ccnc3)c3ccccc3n2)c1	2	0	10	0.2	-4	5	0	-39	8
Cc1ccc(/C(N)=N/OC(=O)Cc2cccc3ccccc23)cc1	-15	10	9	-0.8	-2	9	5	-41	0
COc1cc(C2C(C#N)=C(N)Oc3c2c(-c2ccccc2)nn3-c2ccccc2)cc(OC)c1OC (stereo not given)	24	-1	10	0.3	5	7	-18	8	12
Cn1cc(C(=O)N/N=C/c2cccc(O)c2)ccc1=O	-5	3	-8	1.7	-1	2	-7	9	3
Cc1ccc(S(=O)(=O)/N=C(/c2ccc(F)cc2)N2CCCCC2)cc1	7	3	-5	-1.1	2	10	-24	4	1
CCOC(=O)C1CCCNC1=O (stereo not given)	-20	.	4	-1.9	3	10	6	-26	6
CN(c1ccccc1C(=O)NC1CC2CCC1C2)S(=O)(=O)c1ccccc1 (stereo not given)	-1	6	-22	-0.8	0	18	-7	0	1
Cc1ccc(OCC(=O)N2CCc3ccccc32)c([N+](=O)[O-])n1	13	6	-4	0.4	0	10	-11	-11	3
CC1(C)N=C(N)N=C(N)N1c1cccc(CN)c1	-13	.	-6	0.7	-1	4	-14	22	2
O=C(CN1C2=NCCCN2c2ccccc21)c1cccc(Br)c1	7	6	-6	-2.5	5	8	3	-29	8
Cn1nnnc1Sc1c(Cl)cccc1[N+](=O)[O-]	4	5	5	1.1	-19	6	-19	18	-6
COc1ccc(-c2ccnc(-c3ccc(O)cc3)n2)cc1	-5	5	-8	0.0	2	6	-8	-27	5
O=C(Nc1ccc(Cl)cc1)ON=C1CCCC1	-1	0	4	2.3	-2	9	-3	-26	6
O=C(CN1C(=O)COc2ccc(S(=O)(=O)N3CCCC3)cc21)NCc1ccccn1	-11	.	8	0.1	-5	7	9	14	4
COc1ccc(NS(=O)(=O)c2cc(C(=O)O)ccc2C)cc1	-6	4	-13	0.9	0	3	-5	-40	1
COc1ccc(CSc2nnc(C)s2)cc1F	-2	-4	5	0.5	-2	10	2	22	2
COC(=O)c1cc(Br)c(=O)n(CCc2ccc(F)cc2)c1	-12	0	9	0.9	-6	12	1	21	-6
Clc1ccccc1COc1ccccc1-c1nnco1	-13	-2	-7	-0.8	-5	10	-16	26	-3
ClCC1CSC(=NC23CC4CC(CC(C4)C2)C3)O1 (stereo not given)	4	-3	6	3.6	0	7	4	-1	2
Cc1cc(C(=O)CN2C(=O)C(=O)N(C)C2=O)c(C)n1-c1cccc(S(=O)(=O)N2CCOCC2)c1	-10	.	10	0.0	1	4	6	7	3
CCCCn1c(CN2CCN(c3cccc(Cl)c3)CC2)nc2c1c(=O)[nH]c(=O)n2C	0	8	-50	-1.4	5	17	-18	42	-1
Cn1c(N)c(C(=O)COC(=O)c2cc(-c3ccco3)nc3ccccc23)c(=O)n(Cc2ccccc2)c1=O	12	2	4	1.9	5[fluorescence artefact?]	.	-3	9	11
N/C(=N\OC(=O)COc1ccc(Cl)cc1)c1cccnc1	-9	5	-34	0.0	1	11	-6	1	2
N#CCCn1cc(/C=N/NC(=O)c2ccncc2)c(-c2ccc(F)cc2)n1	8	-1	2	5.3	0	4	-9	6	5
O=C(c1ccc(C#CC2(O)CCCCC2)cc1)N1CCOCC1	-4	-2	4	-3.8	-1	6	-26	31	0
Cc1cccc2cc(C#N)c(SCC(=O)Nc3ccccc3N3CCOCC3)nc12	11	-1	-9	-0.7	2[fluorescence artefact?]	12&9	-18	25&32	1
CCOc1ccc(NC(=O)CC2C(=O)N(c3ccc(OC)cc3)C(=O)N2Cc2ccc(OC)cc2)cc1 (stereo not given)	6	6	16	0.2	0	10	-15	8	3
C(=N\N1CCOCC1)/c1cccs1	4	3	5	1.1	3	12	-7	34	0
CC(C)(C)NS(=O)(=O)c1ccc(CCC(=O)N2CCCC2)cc1	3	-1	6	0.2	2	13&9	-5	8&2	7
CC1(C)CC(=O)C(C=Nc2ccccc2Sc2ccccc2)=C(O)C1	28	-8	11	-0.7	2	12	1	30	4
COc1ccc2c(c1OC)C(=O)N(C(C)C(=O)O)C2=O (stereo not given)	-17	16	-51	0.8	1	8	-4	17	3
COc1ccc2nc(NC(=O)CSc3nnc(C)n3N)sc2c1	5	.	7	1.5	1	12	4	-32	-2
N#CC1=C(N)OC2=C(CC/C2=C\c2ccccc2)C1c1ccccc1 (stereo not given)	2	3	-4	-1.1	0	.	22	2	-1
CCOC(=O)c1cccc(NC(=O)/C=C/c2cccc([N+](=O)[O-])c2)c1	-7	-4	-6	-0.7	6	4	-10	13	5
Cc1cc(C)n2nc(C(=O)OCCOc3ccc(Br)cc3)nc2n1	8	4	10	-2.6	-2	.	-20	14	2

Some of the compounds tested; rates above refer to the full screens.
